# Mtb BioA inh: M. tuberculosis BioA enzyme inhibitors, primary screen, biochemical, plate reader, single point, HTS; 7,8-diaminopelargonic acid synthase BioA (Mycobacterium tuberculosis); purified M. tuberculosis BioA enzyme; inhibition, % at 9.99 µM; 360,000 tested, 0.096% active; AID 602481, 2012; in the data active = inhibition above about 40%
# DUSP3 inh: VHR1 phosphatase inhibitors, primary screen, biochemical, absorbance, uHTS. recombinant VHR phosphatase, pNPP absorbance. AID 1654, 2009. inhibition, % at 13.3 µM. Dual specificity protein phosphatase 3 (Homo sapiens), P51452. 290,000 tested, 0.52% active; in the data active = inhibition above about 50%; also: some compounds called inactive have numbers as strong as hits
# BoNT F protease: BoNT/F light chain protease inhibitors, primary screen, biochemical, flow cytometry, MLPCN library; Botulinum neurotoxin type F light chain protease (Clostridium botulinum); Multiplex microsphere protease cleavage assay; inhibition, % at 10 µM; 360,000 tested, 0.22% active; AID 588497, 2011; in the data active = inhibition above about 35%, passing the limit was not always enough; also: plate controls were buffer without enzyme for full effect and enzyme alone for no effect
# Rv3671c protease: Rv3671c serine protease inhibitors, primary screen, biochemical, fluorescence polarization, M. tuberculosis H37Rv; P9WHR9; 320,000 tested, 0.048% active; inhibition, % at 5.96 µM; in the data active = inhibition above about 38%;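 also: extracellular domain of Rv3671c used as enzyme; 0% = enzyme with DMSO and 100% = no enzyme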
# Target sequence (P9WHR9 whole entry, looked up, the tested form may be a part): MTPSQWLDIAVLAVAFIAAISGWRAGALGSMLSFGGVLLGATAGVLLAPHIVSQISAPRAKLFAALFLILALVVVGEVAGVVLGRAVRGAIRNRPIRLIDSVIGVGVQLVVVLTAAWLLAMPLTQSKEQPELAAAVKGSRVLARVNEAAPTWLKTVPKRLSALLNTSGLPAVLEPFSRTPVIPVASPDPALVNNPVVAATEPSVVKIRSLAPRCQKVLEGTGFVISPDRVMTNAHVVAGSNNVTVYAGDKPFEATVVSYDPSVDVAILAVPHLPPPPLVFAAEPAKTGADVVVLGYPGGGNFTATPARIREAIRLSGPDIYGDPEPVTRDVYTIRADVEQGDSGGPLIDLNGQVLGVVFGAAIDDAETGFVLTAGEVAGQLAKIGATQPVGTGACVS
# CCHFV vOTU inh: CCHFV vOTU protease inhibitors, primary screen, biochemical, Pep-AMC substrate, fluorescence | 370,000 tested, 0.55% active | inhibition, % at 11.5 µM | AID 651958, 2012; also: 0% = vehicle wells with enzyme and 100% = no enzyme wells
# Mtb FBA inh: Mtb FBA enzyme inhibitors, primary screen, biochemical, fluorescence, strain H37Rv; purified M. tuberculosis FBA, fluorescence read-out; inhibition, % at 1 µM; Fructose-bisphosphate aldolase (Mycobacterium tuberculosis (strain ATCC 25618 / H37Rv)), …; AID 588726, 2011; 360,000 tested, 2.3% active; in the data active = inhibition above about 27%;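 also: 0% = vehicle and 100% = reference inhibitor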
# UGM FP inh: M. tuberculosis UGM enzyme inhibitors, primary screen, biochemical, fluorescence polarization, single point. UDP-galactopyranose mutase (Mycobacterium tuberculosis (strain ATCC 25618 / H37Rv)), …. purified UGM, fluorescence polarization probe displacement. inhibition, % at 10 µM. 320,000 tested, 0.06% active; in the data active = inhibition above about 10%, passing the limit was not always enough
# Target sequence (P9WIQ1 whole entry, looked up): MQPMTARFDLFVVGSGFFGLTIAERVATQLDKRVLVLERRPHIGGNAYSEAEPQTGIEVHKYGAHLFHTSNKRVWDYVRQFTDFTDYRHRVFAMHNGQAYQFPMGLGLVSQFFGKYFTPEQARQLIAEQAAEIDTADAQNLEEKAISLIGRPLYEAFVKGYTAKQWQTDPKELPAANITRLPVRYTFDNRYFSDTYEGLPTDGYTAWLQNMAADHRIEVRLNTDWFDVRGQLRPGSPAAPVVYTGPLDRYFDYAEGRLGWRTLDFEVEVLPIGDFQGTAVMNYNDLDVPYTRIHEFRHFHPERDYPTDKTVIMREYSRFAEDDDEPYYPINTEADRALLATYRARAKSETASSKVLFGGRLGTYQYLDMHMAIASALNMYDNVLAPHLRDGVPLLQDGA
# MazF activator: activators of E. coli MazEF toxin-antitoxin RNase, primary screen, biochemical, fluorescence, uHTS; 350,000 tested, 0.32% active; FAM/BHQ RNA-DNA oligo cleavage fluorescence, 5 h; Endoribonuclease toxin MazF (Escherichia coli (strain K12)), P0AE70; activation, % at 20 µM; AID 504720, 2011; in the data active = activation above about 50%
# Target sequence (P0AE70 whole entry, looked up): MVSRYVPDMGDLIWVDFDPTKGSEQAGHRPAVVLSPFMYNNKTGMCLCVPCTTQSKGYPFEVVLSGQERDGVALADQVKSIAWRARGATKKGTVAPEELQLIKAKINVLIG
# FadD28 FP inh: inhibitors of FadD28 bisubstrate probe binding, primary screen, biochemical, fluorescence polarization, single point; AID 588549, 2011; inhibition, % at 12.5 µM; 360,000 tested, 0.22% active; Mycobacterium tuberculosis FadD28 fatty-acid-AMP ligase; in the data active = inhibition above about 8.5%, passing the limit was not always enough
# GDH-TPI inh: GDH-TPI coupling enzyme inhibitors, primary screen, artefact control for M. tuberculosis FBA inhibitor project, biochemical, absorbance, full deck. inhibition, % at 4.8 µM. 360,000 tested, 1.2% active. GDH-TPI coupled enzyme counterscreen, NADH absorbance;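 also: 0% = DMSO wells and 100% = wells lacking the enzyme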
# * hit, by the source's call; x = not tested or not shown. Rule as the data show it, unless noted: active = inhibition above about 30%; inactive = the rest.
1. CCc1ccc(OCC(=O)N2CCN(c3ccccn3)CC2)c(Br)c1
2. Cc1cc(C)n(C(=O)c2ccc(S(=O)(=O)N3CCOCC3)cc2)n1
3. CC(C)(C)c1csc(NNC(=O)c2ccc(Br)cc2)n1
4. CC(C)COc1nc2ccccc2nc1C(C#N)C(=O)NC1CCCCC1 (stereo not given)
5. Cc1onc(-c2ccccc2)c1C(=O)N/N=C/c1cc(Br)c(Br)o1
6. COc1ccc(S(=O)(=O)NC(C)C(=O)Nc2cccc([N+](=O)[O-])c2)cc1 (stereo not given)
7. COc1ccc(-c2nc(-c3ccccc3)[nH]c(=O)c2C#N)cc1
8. COc1cc2c(cc1OC)C(c1cccs1)NCC2 (stereo not given)
screen / no.,1,2,3,4,5,6,7,8
Mtb BioA inh,1.5,x,x,-129,x,x,x,-1.6
DUSP3 inh,-11,2,2,15,9,7,18,10
BoNT F protease,6,0,0,-6,-4,-6,13,-11
Rv3671c protease,7,9,5,-2,7,-6,-1,-1
CCHFV vOTU inh,0,x,9,1,12,5,-3,9
Mtb FBA inh,5,0,2,-1,0,-1,-2,0
UGM FP inh,3.0,-2.2,-1.1,0.4,-0.1,-0.4,-1.8,-1.0
MazF activator,5,4,3,-2,3,8,5,3
FadD28 FP inh,-3.5,-3.5,0.0,-2.4,-3.9,1.0,-0.7,-4.2
GDH-TPI inh,-4,-4,-5,1,12,2,1,1

9. O=C(O)c1coc2ccccc12
10. CCOC(=O)c1cc(-c2ccc(C)cc2)n(CCC(=O)N2CCN(c3ccccn3)CC2)c1C
11. O=C(CCCC(=O)N1CCc2ccccc21)N1CCc2ccccc21
12. CCOC(=O)CNC(=O)c1c2c(nc3ccccc13)CCCC2
13. O=C(N/N=C/c1ccnc2ccccc12)c1ccccc1O
14. C=C(C)C(=O)OCC(O)COc1ccc(C(C)(C)c2ccc(OCC(O)COC(=O)C(=C)C)cc2)cc1 (stereo not given)
15. O=C(c1cc(-c2ccncc2)nc2ccccc12)N1CCCC(C(F)(F)F)C1 (stereo not given)
16. Cc1ccc(C(=O)Nc2ccc(C(=O)O)cc2)cc1S(=O)(=O)NCc1ccccc1
screen / no.,9,10,11,12,13,14,15,16
Mtb BioA inh,x,x,-1.0,-0.7,0.8,-0.4,2.6,x
DUSP3 inh,36,-4,4,28,-16,x,x,13
BoNT F protease,x,-8,20,3,-7,-12,-2,1
Rv3671c protease,-2,3,x,-9,x,-18,x,-6
CCHFV vOTU inh,x,13,-1,4,4,18,17,3
Mtb FBA inh,x,-2,4,2,-4,-1,0,0
UGM FP inh,-1.7,3.3,x,-1.5,-1.6,-3.0,x,1.5
MazF activator,10,16,5,1,-4,-1,0,2
FadD28 FP inh,x,-2.4,-0.9,-0.7,-5.1,-3.3,-0.2,-3.4
GDH-TPI inh,x,-7,11,6,26,-5,7,0

17. COc1ccc(CNC(=O)Nc2nnc([C@@H]3C[C@H](O)[C@@H](CO)O3)s2)cc1
18. S=C1NCN(Cc2cccnc2)CN1
19. O=C(c1sc2ccccc2c1Cl)N1CCC2(CC1)OCCO2
20. CCCCCC(=O)N1C[C@H](n2cc(-c3ccc(F)cc3)nn2)[C@@H](O)C[C@@H]1c1ccc(OC)cc1
21. CCCCN(Cc1ccccc1)C(=O)c1cnc2n(c1=O)CCS2
22. O=C(c1ccccc1)c1c[nH]c(C(=O)NCc2cccnc2)c1
23. COc1ccc(C)cc1S(=O)(=O)N1CCN(c2cccc(C(F)(F)F)c2)CC1
24. CCCN(CC(=O)Nc1ccccc1C)C(=O)c1ccc(N2CCCCC2)c([N+](=O)[O-])c1
screen / no.,17,18,19,20,21,22,23,24
Mtb BioA inh,-0.6,-0.9,5.6,0.0,-1.2,1.6,1.7,-0.9
DUSP3 inh,x,-4,-10,x,25,-4,3,x
BoNT F protease,1,35*,-6,3,13,-11,-2,-8
Rv3671c protease,x,10,-1,x,9,-4,-3,-4
CCHFV vOTU inh,-3,-7,x,5,7,-4,10,0
Mtb FBA inh,0,0,-2,-2,4,-1,-2,-2
UGM FP inh,x,0.4,-0.7,x,-3.6,4.4,1.3,0.3
MazF activator,x,5,-2,6,7,1,1,-1
FadD28 FP inh,-4.6,-2.3,-4.9,-4.9,-1.4,-2.3,-0.5,-2.8
GDH-TPI inh,-5,1,6,-10,9,7,0,6

# Full records as entered above.
# COc1ccc(C)cc1S(=O)(=O)N1CCN(c2cccc(C(F)(F)F)c2)CC1 is listed with Mtb BioA inh = 1.7; DUSP3 inh = 3; BoNT F protease = -2; Rv3671c protease = -3; CCHFV vOTU inh = 10; Mtb FBA inh = -2; UGM FP inh = 1.3; MazF activator = 1; FadD28 FP inh = -0.5; GDH-TPI inh = 0
# S=C1NCN(Cc2cccnc2)CN1 is listed with Mtb BioA inh = -0.9; DUSP3 inh = -4; BoNT F protease = 35*; Rv3671c protease = 10; CCHFV vOTU inh = -7; Mtb FBA inh = 0; UGM FP inh = 0.4; MazF activator = 5; FadD28 FP inh = -2.3; GDH-TPI inh = 1

# Carrying on:
25. CC(C)CCn1c(N)c(S(=O)(=O)c2cccs2)c2nc3ccccc3nc21
26. Cc1ccc(S(=O)(=O)N2C[C@H]3N(C(=O)OC(C)C)N(C(=O)OC(C)C)C[C@H](OC(=O)NCc4ccco4)[C@@]3(O)C2)cc1
27. COc1ccc(CNC(=O)CN(C)S(=O)(=O)c2ccccc2)cc1
28. CCOC(=O)C1=C(c2ccccc2)NC(SCC(=O)NC2CCCCC2)=C(C#N)C1c1ccco1 (stereo not given)
29. CNC(=S)Nc1ccc([N+](=O)[O-])cc1C
30. COc1cccc(NC(=O)[C@@H]2CCC(=O)N2C2OC(=O)c3ccccc32)c1 (stereo not given in full)
31. Cc1nn(C2CCS(=O)(=O)C2)c2nc(C3CC3)cc(C(=O)Nc3ccc(C(N)=O)cc3)c12 (stereo not given)
32. CCCCc1nc2ccccc2c(=O)n1-c1ccccc1O
screen / no.,25,26,27,28,29,30,31,32
Mtb BioA inh,-0.2,1.2,x,-2.5,-0.4,-0.9,x,2.5
DUSP3 inh,12,x,12,11,9,33,x,20
BoNT F protease,4,-1,-1,-1,-3,2,12,11
Rv3671c protease,-113,x,5,-6,8,4,x,-5
CCHFV vOTU inh,-103,10,9,11,-3,10,-2,6
Mtb FBA inh,116*,3,-3,2,0,1,6,-1
UGM FP inh,3.7,x,0.7,-1.0,1.6,-1.4,x,-0.5
MazF activator,-12,4,5,-8,0,-3,0,2
FadD28 FP inh,-7.1,-2.3,-0.1,1.1,-1.4,-4.4,-2.4,1.8
GDH-TPI inh,12,9,3,8,5,1,11,10

33. O=C(O)COc1cccc(NC(=O)C2CCCO2)c1 (stereo not given)
34. CN1CCN(NC(=O)COc2cccc(C(F)(F)F)c2)CC1
35. Cc1ccccc1C(=O)N1CCC(C(=O)NC2CCCC2)CC1
36. CNC(=O)c1c(C)[nH]c(=S)c(C#N)c1-c1ccco1
37. Cc1c(C(=O)c2ccc(F)cc2)c2ccccn2c1CCc1ccccn1
38. O=S(=O)(O)CCN1CCOCC1
39. COc1ccc(CN(C)C(=O)CSc2nnc(C3CC3)n2C2CC2)cc1
40. O=C1NN=C(c2ccccc2)CC1c1ccc(Cl)cc1Cl (stereo not given)
screen / no.,33,34,35,36,37,38,39,40
Mtb BioA inh,-0.1,-3.8,0.4,-1.8,x,-0.2,x,x
DUSP3 inh,-8,20,31,16,-25,14,x,16
BoNT F protease,4,-10,2,-4,-26,-14,x,-10
Rv3671c protease,-2,-2,-3,7,0,3,x,-2
CCHFV vOTU inh,-10,5,-2,-1,21,9,15,18
Mtb FBA inh,0,-2,1,4,2,3,1,-2
UGM FP inh,-2.1,0.2,0.1,0.6,3.2,-0.8,x,-2.1
MazF activator,0,3,7,11,-63,-9,-2,6
FadD28 FP inh,-0.9,-1.3,-1.5,-2.1,-2.8,-3.5,-1.2,-2.5
GDH-TPI inh,-8,4,-10,22,-6,-4,4,5

# Exported tab-delimited: entries from further up
no.	canonical_smiles	Mtb BioA inh	DUSP3 inh	BoNT F protease	Rv3671c protease	CCHFV vOTU inh	Mtb FBA inh	UGM FP inh	MazF activator	FadD28 FP inh	GDH-TPI inh
36	CNC(=O)c1c(C)[nH]c(=S)c(C#N)c1-c1ccco1	-1.8	16	-4	7	-1	4	0.6	11	-2.1	22
34	CN1CCN(NC(=O)COc2cccc(C(F)(F)F)c2)CC1	-3.8	20	-10	-2	5	-2	0.2	3	-1.3	4

# (more compounds)
41. O=C(O)CCCNC(=O)/C(=C\c1ccccc1F)NC(=O)c1ccccc1
42. C/C(=N\NC(N)=O)c1c(O)n(C)c(=O)n(C)c1=O
43. CCOc1ccc(-n2c(SCC(=O)OC)nc3sc4c(c3c2=O)CCN(C)C4)cc1
44. COc1ccccc1NS(=O)(=O)c1ccc(C(=O)NCC(c2ccco2)N(C)C)cc1 (stereo not given)
45. COC(=O)C1CCN(C(=O)COC(=O)c2cc([N+](=O)[O-])ccc2N2CCOCC2)CC1
46. CCC1C2CC3C4N(C)c5ccccc5C45CC(C2C5O)N3C1O (stereo not given)
47. O=C(Nc1c(-c2ccc(Cl)cc2)[nH][nH]c1=O)c1ccc(Br)cc1
48. O=C(O)c1cc([N+](=O)[O-])ccc1NCc1ccccc1
screen / no.,41,42,43,44,45,46,47,48
Mtb BioA inh,x,x,2.2,0.8,0.4,0.1,2.8,x
DUSP3 inh,18,4,-15,x,x,x,x,32
BoNT F protease,5,-4,-6,0,-4,-7,-1,-1
Rv3671c protease,0,-1,x,3,6,x,x,1
CCHFV vOTU inh,-12,10,8,1,13,-5,11,17
Mtb FBA inh,4,3,1,11,0,-2,-5,-7
UGM FP inh,-1.9,-0.2,-3.9,-2.1,-0.4,x,x,2.3
MazF activator,-8,-1,0,9,6,x,x,-18
FadD28 FP inh,0.7,-1.4,-2.4,-1.8,-0.1,-4.1,-2.4,-1.6
GDH-TPI inh,0,-1,23,7,7,4,x,9

49. COc1ccc(OCC(=O)Nc2ccc3c(c2)nc(CCN2CCC(C)CC2)n3C)cc1
50. Cc1ccnc(Sc2ccc([N+](=O)[O-])cc2[N+](=O)[O-])n1
51. O=C(COC(=O)c1cccs1)c1ccc2c(c1)OCCO2
52. O=C(CCC(=O)N1CCSc2ccccc21)NCCc1ccccc1
53. COCC(=O)N1CCC(n2nnc3cc(C(F)(F)F)ccc32)CC1
54. O=C(NC1CCCCCC1)c1ccc(CS(=O)Cc2ccccc2Cl)o1 (stereo not given)
55. O=C(O)c1cc2c(N3CCC(Cc4ccccc4)CC3)ncnc2s1
56. CCN(CC(=O)Nc1ccc(S(=O)(=O)N2CCCC2)cc1)CC(=O)Nc1cccc(OC)c1
screen / no.,49,50,51,52,53,54,55,56
Mtb BioA inh,x,1.4,0.5,0.0,x,2.3,x,x
DUSP3 inh,14,27,24,33,26,6,41,9
BoNT F protease,0,0,-14,-9,1,2,1,2
Rv3671c protease,6,0,-3,-4,4,-15,3,0
CCHFV vOTU inh,5,9,8,-4,9,9,1,11
Mtb FBA inh,4,-3,0,2,1,-5,-1,3
UGM FP inh,-0.6,-0.5,-0.4,-0.8,1.6,0.4,1.0,-1.4
MazF activator,7,6,3,-1,-3,-1,-5,1
FadD28 FP inh,-2.1,-4.5,1.4,-1.0,-0.8,-0.8,-1.1,-0.3
GDH-TPI inh,1,-1,4,-7,1,1,7,-1
